PKM2 act: activators of human pyruvate kinase M2; Potency, µM (titrated, usually from 57.5 µM), for inactives: at the top dose activation, actives largely listed as activators; actives 0.34% (n = 260,000); purified PKM2, Kinase-Glo ATP luminescence, activation; response scale: 0% is enzyme alone, no compound; P14618; also: potency is read from the fitted curve at half-maximal effect; % is scaled to controls: 0 for no effect and ±100 for the full control effect; nearly all actives have a fitted effect of over 55% in size
Target sequence (P14618 whole entry, looked up): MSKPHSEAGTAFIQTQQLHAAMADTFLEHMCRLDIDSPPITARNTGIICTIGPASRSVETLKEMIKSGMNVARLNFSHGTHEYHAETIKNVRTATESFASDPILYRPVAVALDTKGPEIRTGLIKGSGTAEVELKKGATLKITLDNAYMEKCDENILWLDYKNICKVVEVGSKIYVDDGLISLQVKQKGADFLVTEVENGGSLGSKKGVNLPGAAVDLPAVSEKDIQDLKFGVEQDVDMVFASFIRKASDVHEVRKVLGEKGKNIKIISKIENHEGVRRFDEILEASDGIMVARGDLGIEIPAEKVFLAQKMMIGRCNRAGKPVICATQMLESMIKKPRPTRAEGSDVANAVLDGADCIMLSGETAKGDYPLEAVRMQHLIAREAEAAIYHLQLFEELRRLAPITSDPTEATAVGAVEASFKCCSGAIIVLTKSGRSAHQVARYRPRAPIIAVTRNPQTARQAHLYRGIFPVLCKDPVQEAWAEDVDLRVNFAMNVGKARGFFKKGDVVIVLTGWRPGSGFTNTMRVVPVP
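Purified hPK-M2 (>95%) run at intermediate activity with 0.1 mM ADP and 0.5 mM PEP in 50 mM imidazole pH 7.2, KCl, MgCl2; 1 h room temperature. ATP formed read by Kinase-Glo luminescence; normalized to uninhibited and no-enzyme controls.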
Rab9 promoter act: Rab9 promoter activation; Huh7 Rab9 promoter-luciferase reporter, luminescence, 24 h; Potency, µM (titrated, usually from 9.22 µM), inactives show at the highest dose activation, negative = inhibition, most hits filed as activators; AID 485297; actives 2.8% (n = 320,000); also: potency is read from the fitted curve at half-maximal effect; % of control where 0% means no effect; nearly all actives have a fitted effect of over 60% in size
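Measured in stably transfected Huh7 cells bearing a Rab9 promoter–luciferase construct: 24 h compound treatment at 37 °C, followed by luminescence detection.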
ELG1 DNA repair: ELG1-dependent DNA repair inhibition | HEK293T ELG1-luciferase reporter, luminescence, 16 h; DNA damage induced by 5-fluorouridine | Potency, µM (top dose mostly 46.1 µM), for inactives: at the highest dose activity change, negative = inhibition, hits mostly inhibitors | actives 2.3% (n = 330,000) | AID 504467; also: potency is read from the fitted curve at half-maximal effect; % is scaled to controls: 0 for no effect and ±100 for the full control effect; nearly all actives have a fitted effect of over 55% in size
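DMSO vehicle served as the neutral condition. Each well held 2,000 cells given 5-fluorouridine plus compound; after 16 hr at 37 °C/5% CO2, ONE-Glo was added and luciferase measured 30 min later.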
RORg inh: inhibitors of mouse ROR gamma transcriptional activity; Potency, µM (top dose mostly 53.6 µM), for inactives: top-dose activity change, negative = inhibition, hits mostly inhibitors; AID 2551; actives 5.4% (n = 310,000); P51450; Drosophila S2 Gal4-RORgamma UAS-luciferase reporter, 20 h; also: potency is read from the fitted curve at half-maximal effect; % is scaled to controls: 0 for no effect and ±100 for the full control effect; nearly all actives have a fitted effect of over 60% in size
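In this cell-based reporter format, copper sulfate (700 uM final) drives Gal4–ROR gamma fusion expression from a metallothionein promoter in Drosophila Schneider cells; compounds preincubated 1 hr, reporter read after 20 hr at ambient temperature.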
Mito fusion act: mitochondrial division inhibition or fusion activation | Potency, µM (highest dose often 46.1 µM), without a hit: at the highest dose growth rescue (activation), usual class: activators | actives 0.23% (n = 320,000) | S. cerevisiae fusion-defective mutant growth rescue, CellTiterGlo 48 h;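 also: potency is read from the fitted curve at half-maximal effect; % of control where 0% means no effect; nearly all actives have a fitted effect of over 45% in size; temperature-sensitive fusion mutants such as fzo1-1 at 37 °C on non-fermentable ethanol glycerol medium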
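Read-out: ATP-based luminescence (CellTiterGlo, 10 min ambient) reporting growth of fusion-defective ts yeast after 48 hours at 37C on glycerol/ethanol YPEG medium in the presence of compound.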
Gal4-VP16 FLuc: counter-screen for ROR gamma inhibitors: Gal4-VP16 reporter. Drosophila S2 Gal4-VP16 UAS-luciferase, luminescence, 20 h. AID 2546. Potency, µM (series often up to 53.6 µM), inactives show at the highest dose activity, negative = inhibition, usual class: inhibitors. actives 3.5% (n = 310,000);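 also: Gal4-VP16 expression switched on by copper sulfate through the metallothionein promoter; potency is read from the fitted curve at half-maximal effect; % is scaled to controls: 0 for no effect and ±100 for the full control effect; nearly all actives have a fitted effect of over 50% in size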
FLuc modulator: counter-screen for miR-21 project: firefly luciferase inhibitors or activators | P08659 | purified FLuc, Km substrates, luminescence inhibition | Potency, µM (top dose mostly 57.5 µM), for inactives: at the top dose activity change, negative = inhibition, hits mostly inhibitors | actives 6.9% (n = 360,000) | AID 588342;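 also: potency is read from the fitted curve at half-maximal effect; plate controls were vehicle for no effect and reference inhibitor for full effect; nearly all actives have a fitted effect of over 55% in size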
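Biochemical qHTS of compounds, final roughly 60 µM downward over six points, against 10 nM purified firefly luciferase using Km concentrations of substrates (10 uM D-luciferin, 10 uM ATP) in Tris acetate pH 7.5 buffer; luminescence output.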
NPC1 prom act: activators of NPC1 promoter. Huh7 NPC1 promoter luciferase reporter, 24 h. actives 2.4% (n = 320,000). AID 485313. Potency, µM (series often up to 9.22 µM), without a hit: at the highest dose activation, most hits filed as activators;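 also: potency is read from the fitted curve at half-maximal effect; % of control where 0% means no effect; nearly all actives have a fitted effect of over 60% in size; reporter is driven by a mutant NPC1 promoter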
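Cells: Huh7 expressing luciferase under the NPC1 promoter, 1500/well. Seeded 2 h, compound added, incubated 24 h at 37 °C. Luciferase reagent, 10 min ambient, then luminescence.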
MBNL1-CUG inh: MBNL1-poly(CUG) RNA binding inhibition; Q9NR56; TR-FRET MBNL1-His/biotin-(CUG)12 binding, 665/545 ratio; Potency, µM (doses to about 57.5 µM), for the others: at the top dose activity change, negative = inhibition, most hits filed as inhibitors; actives 0.036% (n = 280,000); AID 2675; active = well fitted inhibition curve with a large enough effect in the signal ratio, with a control signal flat, not every such curve was filed as active; inconclusive = small, poorly fitted or top-dose-only effect, or effect the other way, or a change in a side signal; inactive = no such curve, though single readings can be large or run the other way; the % refers to the signal ratio; also: potency is read from the fitted curve at half-maximal effect; % is scaled to controls: 0 for no effect and ±100 for the full control effect
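His-tagged MBNL1 binding to biotinylated (CUG)12 RNA was measured by TR-FRET using terbium anti-His antibody (0.055 ng/ul final) and streptavidin-XL665 (5 nM final). Compounds were titrated 92 nM to 58 uM; 60 min at room temperature.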
KCNH2 3.1 inh: inhibitors of human KCNH2 3.1 potassium channel isoform. U2OS KCNH2 3.1, thallium flux FluxOr; active compounds read low. activity change, % (tested at about 1.8 µM). actives 0.95% (n = 340,000). AID 720553;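 active = maximum activity change below -70%; inconclusive = maximum activity change from -70% to -50%; inactive = maximum activity change above -50%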;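 also: thallium influx rate constant from kinetic fluorescence after stimulation buffer; % is scaled to controls: 0 for no effect and ±100 for the full control effect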
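Kinetic fluorescence (2 min after stimulation buffer) measures Tl+ influx through KCNH2 3.1 expressed by viral transduction in U2OS cells; the rate constant is normalized against DMSO controls serving as positive and negative references.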
Menin-MLL TR inh: menin-MLL binding inhibition, Texas Red mutant peptide; O00255; Menin + Texas Red MLL mutant peptide, fluorescence polarization; Potency, µM (top dose mostly 61.6 µM), inactives show at the highest dose FP activity change, negative = inhibition, most hits filed as inhibitors; actives 0.23% (n = 270,000); AID 1768; active = well fitted inhibition curve with a large enough effect in the polarisation, with a control signal flat, not every such curve was filed as active; inconclusive = small, poorly fitted or top-dose-only effect, or effect the other way, or a change in a side signal; inactive = no such curve, though single readings can be large or run the other way; the % refers to the polarisation; also: potency is read from the fitted curve at half-maximal effect; % of control where 0% means no effect; many of its hits are not listed in these tables
Target sequence (O00255 whole entry, looked up): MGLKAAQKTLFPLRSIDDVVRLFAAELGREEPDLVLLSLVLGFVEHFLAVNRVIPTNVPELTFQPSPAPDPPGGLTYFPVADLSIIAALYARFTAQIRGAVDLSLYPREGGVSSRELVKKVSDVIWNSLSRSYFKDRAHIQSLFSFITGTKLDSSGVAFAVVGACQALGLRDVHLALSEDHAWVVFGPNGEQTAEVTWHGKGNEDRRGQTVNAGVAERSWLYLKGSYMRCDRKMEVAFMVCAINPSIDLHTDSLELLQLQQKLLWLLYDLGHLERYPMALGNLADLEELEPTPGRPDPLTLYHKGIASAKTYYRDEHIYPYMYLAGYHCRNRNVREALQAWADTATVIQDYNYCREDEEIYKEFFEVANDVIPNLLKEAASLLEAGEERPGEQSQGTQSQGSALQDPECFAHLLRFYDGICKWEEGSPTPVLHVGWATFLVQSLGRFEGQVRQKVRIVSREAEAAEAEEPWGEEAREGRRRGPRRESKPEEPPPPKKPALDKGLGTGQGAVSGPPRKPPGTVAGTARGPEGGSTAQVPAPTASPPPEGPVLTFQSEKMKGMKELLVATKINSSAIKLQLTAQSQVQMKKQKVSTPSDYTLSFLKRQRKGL
The depositor's hits bear a star; u = inconclusive; x = no result given; [ ] = remark or other dose. Unless noted, calls follow the shape of the dose curve; as a rule, active = well fitted curve in the direction sought with a large enough effect; inconclusive = small, poorly fitted or top-dose-only effect, or another doubt; inactive = no such curve, though single readings can be large; an effect the other way counts as inactive or inconclusive. Not all compounds are listed (hit frequency here may not be typical).

SMILES	PKM2 act	Rab9 promoter act	ELG1 DNA repair	RORg inh	Mito fusion act	Gal4-VP16 FLuc	FLuc modulator	NPC1 prom act	MBNL1-CUG inh	KCNH2 3.1 inh	Menin-MLL TR inh
CCOc1ccc(N2CC(C(=O)NCCc3c[nH]c4ccc(C)cc34)CC2=O)cc1 (centres undefined)	5.0%	-8.6%	-3.7%	2.0%	3.3%	-4.4%	5.2%	-7.1%	5.8%	-9.7	14.7%
N#CCCN(CCC#N)S(=O)(=O)c1ccc(C(=O)Nc2nc(-c3ccccc3)c(C(=O)c3ccccc3)s2)cc1	-11.7%	-2.1%	u	20.2%	-8.1%	1.7%	-0.1%	6.7%	3.0%	-0.8	x
O=C(COC(=O)c1ccc2ncsc2c1)NCc1ccc(F)cc1	x	1.5%	u	x	4.5%	x	3.5%	-0.6%	x	-6.8	x
CC(=O)c1cccc(S(=O)(=O)N2CCC(C(=O)OC3CCOC3=O)CC2)c1 (centres undefined)	x	-2.6%	17.1%	x	-0.5%	x	x	-2.7%	x	-11.1	x
COc1ccc2nc(/C=N/NC(=O)[C@H](C)NC(=O)OC(C)(C)C)ccc2c1	2.0%	16.8%	u	44.8%	-4.7%	4.6%	5.36µM*	11.6%	x	x	-12.3%
CC(C)Oc1ccccc1OCCCOc1cccc2cccnc12	-1.4%	-1.8%	u	14.1µM*	19.2%	-27.5%	-17.5%	5.9%	11.5%	0.6	u
Clc1cccc(Cl)c1CNCCCSc1ncccn1	-1.1%	-2.0%	10.3%	-4.5%	-1.9%	4.5%	-6.7%	-0.2%	-4.4%	-3.1	-20.6%
CC(Oc1ccc(Br)cc1)C(=O)Nc1ccncc1 (centres undefined)	-23.7%	-11.9%	5.17µM*	u	1.1%	u	3.0%	-4.4%	3.2%	5.2	3.9%
CC(OC(=O)c1cc(Br)ccc1O)C(=O)Nc1ccc(S(=O)(=O)N2CCCC2)cc1 (centres undefined)	x	1.8%	-20.7%	x	4.4%	x	0.8%	-0.8%	x	-90.9*	x
O=C(Cc1ccc(Br)cc1)Nc1nc2ccccc2[nH]1	-2.6%	2.8%	5.2%	u	-1.4%	-28.3%	-13.8%	13.1%	x	-7.7	x
COCCNC(=O)CCn1nc(-c2ccc(C)cc2)c2ccccc2c1=O	x	-4.6%	-12.6%	26.8%	15.4%	2.0%	4.5%	0.1%	-2.1%	1.3	-12.1%
CC(C(=O)NCc1ccccn1)N1C(=O)c2ccccc2C1=O (centres undefined)	-4.3%	0.8%	10.4%	1.3%	-0.3%	-4.1%	3.7%	-3.7%	0.0%	1.8	-6.8%
O=C(Cc1c(F)c(F)c(F)c(F)c1F)OC12CC3CC(C1)C(=O)C(C3)C2	-1.0%	4.1%	-17.7%	-7.7%	24.5%	4.6%	2.1%	1.9%	-6.6%	-3.6	-10.6%
CCN(c1ccccc1)S(=O)(=O)c1ccc(C(=O)Nc2nnc(COC)o2)cc1	-9.2%	-2.5%	u	0.562µM*	1.7%	1.26µM*	3.3%	-0.3%	-6.7%	3.8	10.8%
CCOC(=O)/C(C#N)=C/C1=C(N2CCCC2)CC(C)(C)OC1	1.2%	-5.5%	-4.5%	29.7%	0.0%	-0.2%	-1.2%	-4.0%	6.6%	-14.1	5.8%
C=C1C(=O)O[C@@H]2[C@H]3O[C@]3(C)CCC=C(C)CC[C@@H]12	x	-42.7%[inhibitor][46.1 µM]	x	7.08µM*	-32.9%[inhibitor]	u	x	-31.4%[inhibitor][46.1 µM]	x	x	-5.8%
COc1ccc(-c2nnc(SCC(=O)Nc3sc4c(c3C#N)CCCC4)n2-c2ccccc2)cc1	-0.9%	-3.2%	-9.7%	u	-5.7%	1.5%	1.8%	-1.4%	-2.3%	7.7	-2.2%
Cc1ccc(OCC(=O)NCCCNC(=O)c2ccco2)cc1C	4.2%	0.0%	2.1%	10.6%	-10.5%	7.6%	0.5%	-4.1%	-4.8%	-8.5	-5.7%
COc1ccc(C(C(=O)NCc2ccc(F)cc2)N(Cc2cccnc2)C(=O)c2snc(C(N)=O)c2N)cc1 (centres undefined)	x	1.5%	-23.9%	19.4%	5.1%	0.0%	2.0%	2.4%	u	1.2	x
Cc1ccccc1-n1c(-c2ccc(=O)[nH]n2)n[nH]c1=S	0.3%	-3.7%	10.4%	-22.6%	0.8%	-5.9%	1.6%	-0.6%	5.4%	-4.9	0.5%
CC(C)(C)NC(=O)C(OC(=O)c1cccs1)c1ccc(C#N)cc1 (centres undefined)	-6.8%	-5.2%	2.0%	-0.9%	0.1%	-8.4%	-0.4%	-1.7%	-9.2%	11.3	13.8%
CCOC(=O)c1cnn(-c2nc(SC)nc3sc4c(c23)CCC4)c1N	0.4%	2.1%	12.0%	u	-1.7%	-2.2%	5.5%	1.0%	16.8%	-0.4	u
CC(=O)c1ccccc1NC(=O)COC(=O)c1ccc2c(c1)nc(C)n2-c1ccccc1	-5.1%	0.3%	u	-5.8%	2.0%	-9.0%	u	1.3%	x	x	2.3%
COc1ccc(C2c3[nH]c4ccccc4c3C[C@H]3C(=O)N(c4ccccc4C(=O)NCCN4CCOCC4)C(=O)N23)cc1 (some centres undefined)	-10.0%	-0.4%	u	-0.8%	1.1%	5.5%	0.6%	-5.3%	-4.9%	-5.5	-7.8%
CCOc1ccc(NC(=O)N2CCN(Cc3ccc4c(c3)OCO4)CC2)cc1	-1.4%	5.2%	-16.6%	18.4%	-5.4%	-8.4%	-0.6%	0.1%	-7.5%	16.8	-19.8%
Cn1ncc2c(Nc3ccccc3Br)ncnc21	-4.1%	-4.7%	-2.9%	0.8%	6.0%	-0.5%	-2.6%	-1.2%	-5.4%	-8.3	13.3%
Cc1noc(C)c1CS(=O)(=O)Cc1ccc(Cl)cc1	1.9%	-0.3%	1.5%	7.1%	-0.1%	-8.5%	1.0%	-0.1%	-4.0%	-1.3	-11.4%
O=C1C=CCC(/C=C/c2ccccc2)O1 (centres undefined)	0.7%	-30.6%[inhibitor]	18.4µM*	u	-10.8%	u	-10.7%	-28.6%	28.7%	15.6	42.3%[activator]
CN(c1ncc(C(F)(F)F)cc1Cl)n1cc(C(=O)O)c2ccccc2c1=O	1.6%	-0.2%	10.5%	-5.1%	0.1%	12.3%	1.6%	0.5%	-3.6%	3.3	12.0%
CCOC(=O)C1CCN(C(=O)Cn2c(=O)c3cccn3c3cccnc32)CC1	-5.5%	-0.2%	1.9%	3.4%	-8.2%	-1.4%	-1.9%	-3.1%	0.4%	11.9	-10.2%
CN(C)S(=O)(=O)N1CCN(CC(=O)Nc2cc(Cl)ccc2Cl)CC1	-6.2%	-7.5%	-36.1%	4.4%	-5.9%	6.1%	0.9%	1.1%	1.9%	0.6	-13.7%
N#Cc1c(Oc2ccc3ccccc3c2)sc(C(=O)c2ccccc2)c1N	-0.8%	0.3%	11.6µM*	-36.6%	-0.8%	-3.9%	3.3%	-7.8%	8.1%	-0.6	-16.7%
CCOC(=O)c1c(-c2cccs2)csc1N	-1.9%	-6.3%	-15.4%	3.8%	12.3%	1.3%	-0.9%	-7.1%	30.6%[activator]	3.8	17.2%
CNC(=S)N(Cc1ccco1)Cc1cc2cc(OC)c(OC)cc2[nH]c1=O	7.4%	0.0%	1.4%	2.8%	-2.1%	-12.2%	3.2%	-3.6%	0.0%	-0.4	6.7%
CC(Nc1cccc2ccccc12)C(=O)N/N=C/c1ccccn1 (centres undefined)	1.2%	-6.6%	-14.5%	-142.0%	2.0%	u	2.6%	-5.4%	20.0%	-8.6	-0.8%
O=C(O)c1[nH]nc2c1COc1ccccc1-2	-3.7%	0.4%	16.8%	-15.7%	-4.6%	0.4%	-14.9%	0.8%	-8.9%	x	0.7%
COc1cc(S(=O)(=O)N2CCN(C(=O)c3ccco3)CC2)ccc1Cl	4.9%	-1.6%	u	-18.6%[1.91 µM]	2.1%	-1.0%	0.4%	-0.5%	-3.6%	-3.4	-2.7%
Cc1c(NC(=O)Nc2ccc(F)cc2F)c(=O)n(-c2ccccc2)n1C	-0.2%	0.7%	16.0%	33.4%	0.5%	17.5%	4.1%	-2.7%	-10.8%	8.3	x

Screens deposited in PubChem by National Center for Advancing Translational Sciences (NCATS).
